# Screens (PubChem)
# GSIS activator – GLuc luminescence reporter in INS-1E cells, primary screen for activators of glucose-dependent secretion of insulin. 370,000 tested, 0.61% active. activation, % at 16.6 µM. AID 743287, 2014. INS-1E GLuc reporter insulin secretion, 2-3 h;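 active = lowest replicate activation of at least 40%, so every replicate reaches that level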;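 also: 0% = median of neutral control wells and 100% = median of IBMX positive control wells; some compounds called inactive have numbers as strong as hits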
# DENV2 CPE rescue – inhibitors of DENV2 cytopathic effect, primary screen, cell-based, plate reader, single concentration | DENV2-infected cells, cytopathic effect rescue | CPE inhibition, % at 9.99 µM | 350,000 tested, 1.7% active | AID 651640, 2012; in the data active = CPE inhibition above about 20%, passing the limit was not always enough; inconclusive = no clear call, values can overlap the other calls; tested in BHK-21 cells;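 also: 0% = median of neutral control wells and 100% = median of positive control wells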
# PAX8 inh HTS – inhibitors of PAX8-driven TPO luciferase reporter, primary screen, RMG-I cells, single concentration | SteadyGlo, 24 h | inhibition, % at 12.6 µM | 360,000 tested, 1.2% active;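 active = mean replicate inhibition at least 60% with every replicate also reaching 60%; inconclusive = only one of the two criteria is met; inactive = mean below 60% and not all replicates reaching 60%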;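 also: luciferase light reporting Pax8 driven TPO promoter activity; plate controls were median of neutral control wells for no effect and mitoxantrone controls for full effect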
# CFTR F508del cor – F508del CFTR correction, initial screen, CFBE line, single point; CFBE cells, YFP halide quenching; stimulated with forskolin plus potentiator P3; % fluorescence drop versus neutral controls; 350,000 tested, 0.36% active; AID 720511, 2013; activity (quench increase), % at 7.58 µM;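 active = mean added fluorescence quench of at least 8% versus neutral control, with both replicates also reaching 8%; inconclusive = only one of the mean or replicate conditions met; inactive = mean below 8% and not both replicates reaching 8%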;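 also: cells transiently co-express mutant CFTR-F508del with the halide-sensitive YFP; corrector assay measuring rescue of mutant channel to the surface after 24 h compound exposure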
# FN deposit inh – inhibitors of fibronectin matrix deposition, primary screen, AH1F cells, Alexa488-fibronectin fluorescence, plate reader; AH1F fibroblasts, overnight; inhibition, % at 12.6 µM; 350,000 tested, 0.086% active; AID 743247, 2014;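 active = mean inhibition across replicates of 30% or more, regardless of how many single replicates reach that level; inconclusive = mean under 30% yet at least half of replicates reach 30%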;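 also: positive control wells lacked labelled fibronectin entirely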
#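 Material – AH1F fibroblast monolayer, labelled fibronectin deposition · Reagent – labelled fibronectin 24 nM · Timing – 1 h adhesion, overnight exposure · Measured by – fluorescence at 485 nm excitation, 525 nm emission · Read-out – inhibition of fibronectin deposition signal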
# miR122 inh – miR-122 Renilla sensor signal increase in Huh7, primary screen, miR-122 inhibitor project, cell-based, single point, plate reader. activation (reporter increase), % at 12.5 µM. Huh7 miR-122 Renilla luciferase sensor, 48 h; neutral wells = 0, positive control = 100. 340,000 tested, 0.3% active;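 active = mean replicate activation score at least 90 and every replicate individually at or above 90; inconclusive = only one of the two criteria met; inactive = neither criterion met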;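 also: higher luciferase means less miR-122 activity so hits act as miR-122 inhibitors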
# EWS-Fli inh – EWS/Fli-driven NR0B1 reporter inhibitors, primary screen, A673 cells, NR0B1 luciferase, luminescence, MLPCN library; viability-normalised; inhibition, % at 12.6 µM; 350,000 tested, 0.67% active; AID 651661, 2012;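 active = mean inhibition of at least 50% after viability correction, with every replicate also passing that limit; inconclusive = mean reaches 50% but only one of two replicates passes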;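 also: firefly luciferase signal divided by Alamar Blue viability fluorescence both relative to DMSO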
# Starred values were filed as active, the others as inactive; ? = inconclusive; . = not tested or not shown; & = joins results of further samples; ! = not active in a repeat; [ ] = dose if it differs, or a comment. The order is random; about 3.9% have a hit in one of these screens.
SMILES,GSIS activator,DENV2 CPE rescue,PAX8 inh HTS,CFTR F508del cor,FN deposit inh,miR122 inh,EWS-Fli inh
C[C@H](CO)N1C[C@H](C)[C@H](CN(C)S(=O)(=O)c2cn(C)cn2)Oc2c(NC(=O)c3ccc(-c4nccs4)cc3)cccc2C1=O,14,-12,.,2.7,2,-7[16.7 µM],0
COc1ccc(N2CCN(C(=O)c3ccc(CS(=O)c4cccc(C)c4)o3)CC2)cc1 (stereo not given),6,3,28,-0.8,2,-4,.
COc1ccc2[nH]c(C(=O)O)c(NS(=O)(=O)c3ccc(OC)c(OC)c3)c2c1,.,.,8,.,-7,0,.
Cc1cccc2nc(CSc3ncccc3C(=O)O)cn12,12,0,0,0.7,9,3,-4
CCOc1ccc(N2CC(C(=O)Nc3cc(C)on3)CC2=O)cc1 (stereo not given),.,3,-1,.,0,.,-10
FC(F)(F)Oc1ccccc1-c1nnc(-c2cccc(C(F)(F)F)c2)o1,11,-1,4,3.1,4,.,3
Cc1cc(C)cc(Nc2cc(C)nc3ncnn23)c1,30,-7,-17,1.6,13,5,8
COc1ccc(C(=O)NCCC2=CCCCC2)cc1S(=O)(=O)N1CCOCC1,1,-7,-16,1.2,-8,-1,-2
C[C@H](CO)N1C[C@H](C)[C@@H](CN(C)CC2CC2)Oc2c(NC(=O)c3ccc(-c4nccs4)cc3)cccc2C1=O,-12,6,.,-0.6,1,16[16.7 µM],6
CC(C)(CO)NCC(=O)Nc1cc(C(F)(F)F)cc(NC(=O)CNC(C)(C)CO)c1Cl,19,.,3,.,0,.,.
CCc1ccccc1NC(=O)CN1CCN(C(=O)CNC(=O)c2ccc(N3CCCC3=O)cc2)CC1,12,?,3,0.2,-1,-2,-1
Cc1ccc(S(=O)(=O)N2CCC(C(=O)Nc3nnc(C4CCCC4)s3)CC2)cc1,6,-1,.,-2.6,.,-5,9
O=C(Nc1cccc(Cl)c1)c1nc[nH]c1C(=O)N1CCN(c2ccccc2)CC1,-1,-9,-4,1.0,0,0,9
O=C(C1CCCC1)N1CCCCN2[C@H](CO)[C@H](c3ccc(C#CC4(O)CCCC4)cc3)[C@H]2C1,.,-5,20,-3.2,.,-26[16.7 µM],-3
CCc1nnc(NC(=O)CSc2nc3[nH]ncc3c(=O)[nH]2)s1,9,2,10,-1.7,6,1,2
O=C(Nc1cccc(F)c1)N1C[C@@H]2[C@H](c3ccccc31)[C@@H](CO)N2C(=O)c1cccnc1,-1,-2,3,-1.7,-11,4[16.7 µM],-9
Cc1cc(Cl)ccc1C(O)c1ncc(-c2ccc(C(F)(F)F)cc2)[nH]1 (stereo not given),-24,-4,18,1.8,6,9,7
COc1cccc(C(C(=O)NC2CCCCC2)N(C(=O)Cc2cccs2)c2ccc(-n3cnnn3)c(OC)c2)c1 (stereo not given),.,.,7,.,4,-4,.
COc1ccc(/C(N)=N/OC(=O)CN(C)S(=O)(=O)c2ccc(C)cc2)cc1,-4,-2,0,-1.1,0,.,9
COc1ccc(NC(=S)N(CCCN2CCOCC2)Cc2cn(C)c3ccccc23)cc1,-7,?,-8,.,3,.,3
Nc1cc(C(=O)OCC(=O)NCCCc2ccccc2)ccc1Cl,-8,-5,-5,3.5,4,.,-8
Nc1nc(SCC(=O)N2N=C(c3ccc(Cl)cc3)CC2c2ccco2)n[nH]1 (stereo not given),22,-4,19,0.8,-1,1,5
CCc1nc(SCc2ccc(OC)c(Br)c2)n[nH]1,7,0,-24,-2.9,3,.,-10
COc1ccccc1-c1cnc(C(O)c2ccc(F)cc2C)[nH]1 (stereo not given),6,12,9,-0.9,-10,-1,5
FC(F)(F)COc1cc(-c2nnc(SCc3ccccc3)n2Cc2ccco2)cc(OCC(F)(F)F)n1,-5,-5,-16,2.2,7,.,14
CC1(C)CCc2cc(-c3ccn(S(=O)(=O)c4ccccc4Cl)n3)ccc2O1,-8,-14,-42,-5.0,3,32,-38
CC(=O)c1cccc(Nc2c([N+](=O)[O-])c(=O)oc3ccccc23)c1,.,12,22,0.1,4,5,8
O=C(CCC(=O)OCc1cccc([N+](=O)[O-])c1)Nc1ccccc1Cl,8,.,10,.,-5,5,.
CN1c2ccc(-c3ccccc3)cc2[C@H]2[C@H](CCN2C(=O)NC2CCCCC2)[C@@H]1CO,-21,-2,89*,3.2,-7,.,4
O=C(Nc1ccccc1F)N1C[C@H]2[C@@H](c3ccccc31)[C@@H](CO)N2C(=O)C1CCCC1,6,-3,-52,-2.4,13,90[16.7 µM],-12
CCN(CC)C(=N)N1c2ccccc2CCC1C (stereo not given),.,1,-18,1.8,5,-2,-2
Cc1ccc(Cl)cc1NC(=S)N(CCCN1CCN(C)CC1)Cc1cccs1,-2,3,14,2.1,4,-9,5
CCCOC(=O)/C(=C\C=C\c1ccco1)NC(=O)c1ccccc1,-12,2,-15,-3.7,7,.,-4
C[C@@H]1CN([C@@H](C)CO)C(=O)c2cc(-c3ccc(C#N)cc3)cnc2O[C@H]1CN(C)C(=O)c1ccccc1,15,-2,.,0.4,5,-6[16.7 µM],-18
CC(NC(=O)c1ccc2c(c1)OCO2)c1ccccc1 (stereo not given),-6,-3,1,1.1,0,1,2
C[C@H](CO)N1C[C@H](C)[C@@H](CN(C)C(=O)Nc2ccc3c(c2)OCO3)Oc2c(NS(C)(=O)=O)cccc2C1=O,16,-5,.,1.5,.,-2[16.7 µM],-8
N#Cc1cccc(-c2ccc(C3[C@@H]4CN(C(=O)C5CC5)C[C@H]3N4)cc2)c1 (stereo not given in full),-24&26,?,98*!,-4.4&4.5,8&0,.,-3&-5
CCC(=O)Nc1ccc2c(c1)C(=O)N(C)C[C@H](OC)[C@@H](C)CN(C(=O)Cc1ccccn1)[C@@H](C)CO2,2,-3,-10,-0.9,-6,.,-10
O=C(C[C@@H]1CC[C@@H](NC(=O)c2ccccn2)[C@H](CO)O1)NCc1cccc(F)c1,19,-2,-7,-4.2,.,.,2
O=C(CN1C(=O)c2cccc3cccc(c23)C1=O)N1CCN(Cc2ccc3c(c2)OCO3)CC1,-18,0,.,-2.6,.,9,-4
COc1ccc(CNC(=O)CSc2nc3ccccc3n2C(C)=O)cc1,-1,4,-8,-1.3,-7,-3,5
Cc1ccc(S(=O)(=O)N[C@H]2CC[C@@H](CC(=O)N3CCC(Cc4ccccc4)CC3)O[C@H]2CO)cc1,-34,7,20,2.5,.,.,-3
O=C(COc1ccc(F)c(Cl)c1)N1CCN(c2ccccn2)CC1,-1,3,1,1.7,.,.,-2
CCOc1c(C=C(C#N)C#N)c2ccccc2n1CC,-28,-2,21,.,-2,.,-3
CCCCOC(=O)c1ccc(NC(=O)c2ccccc2OC)cc1,.,.,32,-0.7,-2,.,-10
Cc1cc(/C=C2\SC(=S)NC2=O)c(C)n1-c1cccc(O)c1,3,2,-194,2.4,-2,.,-64
Cc1cc(Cl)ccc1Oc1ccccc1C(=O)CC#N,3,0,-73,-2.8,.,.,3
CCOC(=O)c1[nH]c(C)c(C(=O)NCCc2ccc(OC)cc2)c1C,2,-3,.,-1.7,.,-8,-13
CCc1ccc(NC(=O)c2ccc(Cn3cc([N+](=O)[O-])cn3)cc2)cc1,21,0,-30,-1.6,10,1,-49
Cc1ccc(OCCn2cc(C(=O)O)c3ccccc32)cc1,-13,-1,-10,-0.8,3,-6,15
CN(C)c1ccc2c(c1)[C@@H]1C[C@@H](CC(=O)NCc3ccc4c(c3)OCO4)O[C@H](CO)[C@@H]1O2,13,2,1,0.1,.,-3[16.7 µM],-4
COc1ccccc1C#Cc1ccc([C@H]2[C@@H](C#N)N(C(=O)C3CC3)[C@H]2CO)cc1,-4,-1,66*,1.0,4,.,-26
Cc1nc(Cc2ccccc2)sc1CC#N,42*,0,.,-1.4,0,.,6
O=C(CCc1ccc(F)c(F)c1)NC1CCCN(Cc2ccc(Cl)cc2)C1 (stereo not given),-48,16,14,-5.0,10,.,2
CCNS(=O)(=O)c1ccc(C)c(-n2cnnn2)c1C,.,.,0,.,-4,78,.
CC(C)OC(=O)CSc1nnc(CNc2cccc(Cl)c2)n1C,.,.,-2,.,3,3,.
CC(OC(=O)C1CC1)C(=O)Nc1cc(Cl)cc(Cl)c1 (stereo not given),.,6,0,-0.3,1,-1,3
CCc1nnc(NC(=O)[C@@H](NC(=O)c2cccc(C)c2)C(C)C)s1,-15,1,-6,.,-1,.,-8
COCC(=O)N(Cc1cc2cc(C)ccc2[nH]c1=O)c1cccc(C)c1C,-1,0,15,-8.5,-14,-5,1
CCC(C)(C)NC(=O)C(c1ccncc1)N(C(=O)c1sc(C)nc1C)c1ccc(F)cc1 (stereo not given),0,-3,-20,-1.5,-4,.,-13

# Remaining list, next part.
SMILES,GSIS activator,DENV2 CPE rescue,PAX8 inh HTS,CFTR F508del cor,FN deposit inh,miR122 inh,EWS-Fli inh
Cc1cc(C(=O)NC2CCCc3c2cnn3-c2ccc(C)c(C)c2)n(C)n1 (stereo not given),-7,7,.,2.0,-10,-12,11
O=C1CSC(c2cccc([N+](=O)[O-])c2)N1Cc1ccccc1 (stereo not given),-7,-2,6,0.4,-1,0,7
O=c1[nH][nH]c(=O)c2cc(N3CCCC3)ccc12,5,-5,.,0.3,.,-9,-33
Cc1cc(C)n(C(=O)c2cccc([N+](=O)[O-])c2C)n1,.,6,-15,2.8,6,-5,-1

# Rewritten with values under each structure: part of the list above.
# Each structure is followed by: GSIS activator, DENV2 CPE rescue, PAX8 inh HTS, CFTR F508del cor, FN deposit inh, miR122 inh, EWS-Fli inh
CCc1ccc(NC(=O)c2ccc(Cn3cc([N+](=O)[O-])cn3)cc2)cc1
  21, 0, -30, -1.6, 10, 1, -49
Cc1ccc(OCCn2cc(C(=O)O)c3ccccc32)cc1
  -13, -1, -10, -0.8, 3, -6, 15
CN(C)c1ccc2c(c1)[C@@H]1C[C@@H](CC(=O)NCc3ccc4c(c3)OCO4)O[C@H](CO)[C@@H]1O2
  13, 2, 1, 0.1, ., -3[16.7 µM], -4
COc1ccccc1C#Cc1ccc([C@H]2[C@@H](C#N)N(C(=O)C3CC3)[C@H]2CO)cc1
  -4, -1, 66*, 1.0, 4, ., -26
Cc1nc(Cc2ccccc2)sc1CC#N
  42*, 0, ., -1.4, 0, ., 6
O=C(CCc1ccc(F)c(F)c1)NC1CCCN(Cc2ccc(Cl)cc2)C1 (stereo not given)
  -48, 16, 14, -5.0, 10, ., 2
CCNS(=O)(=O)c1ccc(C)c(-n2cnnn2)c1C
  ., ., 0, ., -4, 78, .
CC(C)OC(=O)CSc1nnc(CNc2cccc(Cl)c2)n1C
  ., ., -2, ., 3, 3, .
CC(OC(=O)C1CC1)C(=O)Nc1cc(Cl)cc(Cl)c1 (stereo not given)
  ., 6, 0, -0.3, 1, -1, 3
CCc1nnc(NC(=O)[C@@H](NC(=O)c2cccc(C)c2)C(C)C)s1
  -15, 1, -6, ., -1, ., -8
COCC(=O)N(Cc1cc2cc(C)ccc2[nH]c1=O)c1cccc(C)c1C
  -1, 0, 15, -8.5, -14, -5, 1
CCC(C)(C)NC(=O)C(c1ccncc1)N(C(=O)c1sc(C)nc1C)c1ccc(F)cc1 (stereo not given)
  0, -3, -20, -1.5, -4, ., -13
Cc1cc(C(=O)NC2CCCc3c2cnn3-c2ccc(C)c(C)c2)n(C)n1 (stereo not given)
  -7, 7, ., 2.0, -10, -12, 11
